# DAX1 inh-1 = DAX1 (NR0B1) inhibition, primary screen | HEK293T StAR-luciferase reporter, SF-1/DAX-1 repression relief | 370,000 tested, 1.1% active | AID 652010 | inhibition, % at 6.8 µM;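 active = inhibition above the mean over all tested compounds plus 3 SD, cut at about 3.6% in these data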;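 also: 0% = DAX-1 cells with DMSO and 100% = cells lacking DAX-1 with DMSO; higher inhibition means more luminescence from relief of DAX-1 repression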
# KLK7 zymogen act = activators of human kallikrein-7 zymogen | purified proKLK7, EDANS-DABCYL substrate fluorescence; 100% is mature enzyme control, 0% vehicle | activation, % at 7 µM | 370,000 tested, 0.9% active | AID 652039;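 active = activation above the mean of all tested compounds plus 3 SD, computed per campaign excluding outliers beyond control limits, cut at about 13% in these data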
# NPR2 activator = GC-B (human) receptor activation; HEK293-GC-B cells, CNP EC30, cGMP TR-FRET; 0% at EC30 CNP, 100% saturating CNP; 370,000 tested, 0.11% active; activation, % at 10 µM; P20594;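 active = activation at 10 µM reaching about 35% in either raw or pattern-adjusted values, limit read from the data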
# Target sequence (P20594 whole entry, looked up): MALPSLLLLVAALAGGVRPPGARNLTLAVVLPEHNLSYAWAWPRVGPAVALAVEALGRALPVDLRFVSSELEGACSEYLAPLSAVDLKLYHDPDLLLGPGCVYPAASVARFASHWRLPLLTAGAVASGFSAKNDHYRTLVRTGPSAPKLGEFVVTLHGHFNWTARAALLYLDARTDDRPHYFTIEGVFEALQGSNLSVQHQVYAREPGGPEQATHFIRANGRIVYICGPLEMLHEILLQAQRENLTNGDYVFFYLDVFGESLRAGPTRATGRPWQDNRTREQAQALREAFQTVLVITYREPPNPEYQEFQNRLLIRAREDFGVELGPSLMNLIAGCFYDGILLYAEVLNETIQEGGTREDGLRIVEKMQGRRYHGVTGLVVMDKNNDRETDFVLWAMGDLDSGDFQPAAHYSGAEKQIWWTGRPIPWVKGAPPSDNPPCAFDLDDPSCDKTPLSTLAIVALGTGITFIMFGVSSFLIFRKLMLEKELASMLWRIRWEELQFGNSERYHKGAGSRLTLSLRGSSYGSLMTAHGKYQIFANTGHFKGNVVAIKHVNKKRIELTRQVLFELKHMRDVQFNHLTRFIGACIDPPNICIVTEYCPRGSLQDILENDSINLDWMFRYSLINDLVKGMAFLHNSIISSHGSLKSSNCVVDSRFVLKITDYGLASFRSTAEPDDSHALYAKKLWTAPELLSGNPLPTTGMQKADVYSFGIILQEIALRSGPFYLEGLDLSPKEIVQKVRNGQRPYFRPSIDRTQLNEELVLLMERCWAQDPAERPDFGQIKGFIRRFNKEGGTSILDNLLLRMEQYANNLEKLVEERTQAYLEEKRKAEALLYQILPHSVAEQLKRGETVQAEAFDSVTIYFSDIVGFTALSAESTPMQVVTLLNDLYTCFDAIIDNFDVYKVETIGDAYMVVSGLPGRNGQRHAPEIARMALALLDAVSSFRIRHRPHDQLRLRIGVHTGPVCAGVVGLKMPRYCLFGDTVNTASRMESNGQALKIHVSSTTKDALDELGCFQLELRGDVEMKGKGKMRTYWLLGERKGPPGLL
# hcDAF-12 act = activates DAF-12 receptor from parasite H. contortus. HEK293 hcDAF-12 lit1-tk-luc reporter, luminescence; 0% DMSO, 100% Δ7-dafachronic acid. activation, % at 6.8 µM. 370,000 tested, 1.4% active;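 active = activation above the mean of all tested compounds plus 3 SD, cut at about 5.5% in these data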;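 also: 100% = response to 3 µM Δ7-dafachronic acid high control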
# HGIII-sPLA2 inh = Inhibits HGIII-sPLA2 liposome hydrolysis, primary screen. Q9NZ20. QFRET BODIPY PC-A2 liposome hydrolysis, fluorescence. inhibition, % at 12.2 µM. 370,000 tested, 0.56% active. AID 743126;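 active = inhibition above mean plus 3 SD of compounds lying within the high and low control bounds, cut at about 19% in these data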;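 also: 0% = median of test compound wells and 100% = no enzyme DMSO wells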
# SMARCA2 activ = activators of SMARCA2 function; 370,000 tested, 1% active; AID 652017; MG213 cells, MMTV-luciferase reporter, dexamethasone, overnight; activation, % at 9.1 µM; in the data active = activation above about 7.8%;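 also: 0% = vehicle wells and 100% = reference activator wells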
# NPR1 activator = GC-A (human) enzyme activation. HEK293 GC-A cells, cGMP TR-FRET, EC30 ANP; 0% at EC30 ANP, 100% saturating ANP. activation, % at 10 µM. 370,000 tested, 0.14% active. AID 1671463; in the data active = activation above about 40%
# FXN GAA850 act = frataxin GAA850 promoter activation. HEK293 lucGAA850 FXN promoter luciferase reporter, 24 h; percent of 10 µM SAHA response. activation, % at 6 µM. 360,000 tested, 0.56% active;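 active = activation above the average of all compounds screened plus 3 SD, cutoff fixed separately per campaign, cut at about 7.5% in these data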;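 also: 0% = DMSO wells and 100% = 10 µM SAHA wells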
# ssDAF12 agonist = activators of S. stercoralis DAF-12 nuclear receptor | HEK293 ssDAF-12/GRIP1 lit1-tk-luc reporter, luminescence; % of 3 µM dafachronic acid response | activation, % at 6.8 µM | 370,000 tested, 1% active;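 active = activation above the mean over all tested compounds plus 3 SD, cut at about 0.9% in these data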;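 also: 0% = DMSO-only wells and 100% = 3 µM delta7-dafachronic acid wells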
# DAX1 inh-2 = inhibitors of human orphan nuclear receptor DAX1 (NR0B1); AID 504766; 340,000 tested, 0.99% active; inhibition, % at 6.75 µM; HEK293 Gal4-DAX1 luciferase reporter, luminescence;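 active = inhibition above the mean over all tested compounds plus 3 SD, cut at about 4.2% in these data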;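 also: 0% = DAX1-transfected cells with DMSO and 100% = empty-vector control cells with DMSO; inhibition shows as a rise in luminescence from relieved DAX1 repression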
# hgDAF-12 ag = agonists of H. glycines DAF-12 nuclear receptor; HEK293 GAL4-hgDAF12 UAS-luciferase reporter, agonist luminescence; normalized to butyrate control; activation, % at 6.8 µM; 370,000 tested, 1.8% active; AID 687014;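 active = activation above a cutoff set at the mean of all screened compounds plus 3 SD, cut at about 10% in these data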;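 also: 0% = DMSO wells and 100% = sodium butyrate wells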
# * hit, by the source's call; nt = no result given.
SMILES,DAX1 inh-1,KLK7 zymogen act,NPR2 activator,hcDAF-12 act,HGIII-sPLA2 inh,SMARCA2 activ,NPR1 activator,FXN GAA850 act,ssDAF12 agonist,DAX1 inh-2,hgDAF-12 ag
O=C(CSc1ncc(-c2ccccc2)n1C1CCCC1)N1CCc2ccccc21,0.3,-0.7,nt,7.4*,-4,1,nt,0.4,-0.1,0.0,5.8
Cc1[nH]c2ccccc2c1/C=N\NC(=O)CNc1ccc2c(c1)OCO2,0.7,0.3,1,1.9,1,-2,-4,-0.5,-0.9,-0.3,1.9
COc1ccc(C2C(C(=O)NCc3ccccn3)c3cc(OC)c(OC)cc3C(=O)N2C)cc1 (stereo not given),0.7,0.2,-9,-1.1,0,-4,-4,0.9,-0.7,2.4,2.8
Cc1cccc(NS(=O)(=O)c2ccc3c(c2)NC(=O)CC(=O)N3)c1,-0.1,-0.1,-2,3.9,-3,1,-3,0.7,-1.4,0.3,-1.7
Cc1cc(O)c(C2(O)C(=O)Nc3ccccc32)cc1C (stereo not given),0.1,0.2,0,1.3,-8,2,3,1.3,-0.3,1.3,-1.3
Cc1ccsc1C(=O)OCC(=O)NCCc1ccccc1,3.7*,0.0,-1,0.5,7,0,0,2.0,-1.1,2.4,3.4
Cc1cccc(CSCCNC(=O)CCSc2ccccc2)c1,-0.6,0.5,1,-1.8,-10,-2,3,0.9,-1.4,-1.0,-2.7
COc1cccc(OCC(=O)NNC(=S)Nc2ccc(Cl)cc2Cl)c1,-0.4,0.2,-13,0.0,13,-3,5,-1.1,-1.3,2.4,-1.2
CCOC(=O)c1ccccc1NC1c2ccccc2C(=O)N1c1cc(C)ccn1 (stereo not given),-0.3,1.3,-8,0.1,2,-1,20,1.4,-0.4,-0.7,2.9
COc1ccc(C=NN=C2c3ccccc3-c3ccccc32)cc1O,-1.0,0.6,-14,-0.8,-44,0,-6,1.0,-1.2,-0.4,0.4
O=c1c2ccccc2nc2ccccn12,3.0,50*,0,-0.3,7,7,0,2.7,-1.3,0.7,3.5
CCn1cc(/C=C(\NC(=O)c2ccccc2OC)C(=O)NCCCn2ccnc2)c2ccccc21,0.1,0.3,4,0.2,-12,0,1,-0.7,-0.6,0.5,-1.9
C(=N\Nc1nc(Nc2ccccc2)nc(N2CCCCC2)n1)/c1ccco1,-1.0,0.7,1,-2.6,-1,-2,-2,nt,-1.0,nt,1.0
CCOc1ccc(CCNC(=O)CSc2cc(=O)n(C)c3cc(Cl)ccc23)cc1OCC,-0.6,0.1,-8,-0.8,8,-1,-13,-2.1,-0.9,0.9,-3.2
Cn1c(COc2ccccc2)nnc1SCC(=O)Nc1ccc(N2CCOCC2)cc1,0.0,-0.3,-5,-2.8,9,-4,-3,-0.1,-0.8,-0.5,-1.3
O=[N+]([O-])c1ccc(/C=N/Nc2nc(-c3ccccc3)c3cc(Br)ccc3n2)o1,0.3,-0.6,-9,0.4,-2,-1,-16,0.8,-0.9,-0.7,-1.0
O=C(CCCN1C(=O)c2ccccc2C1=O)N1CCC(c2ccccc2)C1 (stereo not given),0.3,-0.2,4,0.1,-9,1,-1,0.1,-1.6,0.1,-0.3
CCOc1ccc(S(=O)(=O)N2CCC(C(=O)NCc3cccnc3)CC2)cc1C,-0.3,0.3,1,-0.7,8,0,-4,1.2,-0.3,0.6,-0.9
COc1ccc(C2N=C(Nc3ccc(C)cc3)Nc3nc(C)cc(=O)n32)cc1 (stereo not given),-0.5,-1.0,23,-1.1,0,-3,16,-1.9,-1.3,1.5,-0.2
O=C(COc1ccccc1)N(Cc1nnc(-c2ccccc2Cl)o1)C1CC1,-2.5,0.6,-3,-2.5,0,-1,-1,-0.5,-1.2,0.9,-2.4
CCN(c1ccccc1)S(=O)(=O)c1ccc(Cl)c(C(=O)N2CCCC2)c1,-2.7,-0.1,2,0.2,2,2,-4,0.7,-1.5,-0.9,-1.6
C[C@H](NC(=O)c1ncn2c1C(=O)N[C@@H](C)C2)C(=O)OC(C)(C)C,-1.1,-0.1,1,-1.2,4,-4,1,2.8,-1.3,0.9,-2.5
C[C@H](CO)N1C[C@H](C)[C@H](CN(C)S(=O)(=O)c2ccccc2)OCc2cnnn2CCCC1=O,-0.1,0.3,-3,-0.3,10,-2,0,2.2,-1.2,3.2,0.5
O=C(NCc1cccnc1)c1ccc(Br)o1,1.6,-0.1,2,0.4,6,2,-5,-1.6,-0.8,-1.2,1.4
COC(=O)[C@]12C[C@H](CC(=O)NCc3cccc4ccccc34)C(=O)N(Cc3ccccc3)C1=C[C@H](C(C)C)O[C@@H]2C1CC1,0.3,0.3,-2,-0.4,1,-8,-5,nt,-1.4,nt,0.2
COc1ccc(-c2cnc(SCCNC(=O)c3ccc4c(c3)OCO4)[nH]2)cc1,1.1,0.5,-13,-1.5,-3,0,-12,2.0,-1.1,-0.3,-1.3
NC(=O)NC(=O)COC(=O)CCCSc1nc2ccccc2s1,-0.2,0.0,-2,-0.6,-10,-9,-2,-3.7,-1.3,3.9,-9.4
CC(OC(=O)C1=COCCO1)C(=O)NC1CCCC(C)C1C (stereo not given),0.8,0.1,7,-0.1,6,-7,-1,-1.3,-0.1,0.4,4.1
O=C(COC(=O)c1ccc(F)c([N+](=O)[O-])c1)NC(=O)NCc1ccccc1,1.5,0.3,31,-0.6,-11,-2,25,3.6,-1.4,0.0,0.5
COc1ccccc1N(C(=O)c1snc(C(N)=O)c1N)C(C(=O)NCc1ccccc1)c1ccc(O)cc1 (stereo not given),-0.5,2.3,-4,-0.4,-22,-4,-27,-1.8,-1.0,0.0,0.0

# Entries listed so far that contain bromine:
SMILES,DAX1 inh-1,KLK7 zymogen act,NPR2 activator,hcDAF-12 act,HGIII-sPLA2 inh,SMARCA2 activ,NPR1 activator,FXN GAA850 act,ssDAF12 agonist,DAX1 inh-2,hgDAF-12 ag
O=[N+]([O-])c1ccc(/C=N/Nc2nc(-c3ccccc3)c3cc(Br)ccc3n2)o1,0.3,-0.6,-9,0.4,-2,-1,-16,0.8,-0.9,-0.7,-1.0
O=C(NCc1cccnc1)c1ccc(Br)o1,1.6,-0.1,2,0.4,6,2,-5,-1.6,-0.8,-1.2,1.4

# Other structures follow.
SMILES,DAX1 inh-1,KLK7 zymogen act,NPR2 activator,hcDAF-12 act,HGIII-sPLA2 inh,SMARCA2 activ,NPR1 activator,FXN GAA850 act,ssDAF12 agonist,DAX1 inh-2,hgDAF-12 ag
Cn1nnnc1SCC(=O)NCCc1ccc(Cl)cc1,0.7,0.6,1,-2.0,5,-4,0,-1.4,-0.8,-0.3,1.3
C/C(=N\NC(=S)Nc1ccc(C)cc1)c1cccc(N)c1,0.3,-0.2,3,2.2,-2,0,4,3.3,-1.3,-0.7,2.1
Cc1c(C(=O)N2CCN(CCc3ccccn3)CC2)oc2ccc(Cl)cc12,0.2,0.6,-3,1.2,-3,-1,5,3.0,-1.2,-0.7,1.3
CCC(=O)N(CCc1ccccc1)Cc1cc2cccc(C)c2[nH]c1=O,-0.5,0.2,2,1.9,3,4,-2,-0.8,0.2,0.1,1.3
CC1CCCC(NS(=O)(=O)c2cccc3nsnc23)C1C (stereo not given),-0.6,-0.4,-3,-0.2,-1,-1,3,1.7,-1.2,-0.1,4.8
CNC(=O)c1cc2ncc(C(F)(F)F)cc2s1,0.8,0.5,0,3.3,10,-3,0,2.1,0.3,1.1,5.1
CN(CC1CCCO1)S(=O)(=O)c1ccc(C(=O)Nc2ccc([N+](=O)[O-])cc2)cc1 (stereo not given),-0.5,0.2,4,-1.2,4,1,-1,-1.6,-0.9,-1.2,3.2
COc1ccc(CO[C@@H]2O[C@H](CO)[C@@H](O)[C@H](O)[C@H]2NC(C)=O)cc1OC,0.1,-0.2,2,-1.5,-1,0,1,2.3,-0.8,0.4,0.9
CCOC(=O)C1C[C@@H](O)C=CC1=O (stereo not given in full),nt,nt,-4,-1.3,5,nt,2,nt,-1.4,nt,1.8
CCOC(=O)[C@]12CCCC=C1N(Cc1ccc(Cl)cc1Cl)C(=O)[C@H](CC(=O)N1CCN(C(=O)C3CC3)CC1)C2,0.3,0.4,-2,-0.3,-16,-1,2,nt,-1.4,nt,-2.5
CC(C)CC(NC(=O)OCc1ccccc1)C(=O)NCC(=O)NCC(=O)OCc1ccccc1 (stereo not given),2.0,-0.1,0,-1.3,-5,-2,1,nt,-1.5,nt,-2.2
COc1ccc(CNC(=O)CSc2nnc(NC(=O)C3CC3)s2)cc1,-0.2,0.1,1,0.3,4,-2,3,0.4,-0.9,-0.4,-0.8
O=C1CSC(=S)N1Cc1cccs1,0.3,0.3,0,-0.7,-35,5,1,-6.0,-0.8,0.4,0.7
Cc1ccc(OCc2nnc(SC(C)C(=O)O)n2Cc2ccccc2)cc1 (stereo not given),-0.4,0.0,1,-1.7,-7,0,-4,2.7,-0.4,-0.1,0.9
CC(=O)Nc1ccc(NC(=O)c2ccccc2S(=O)(=O)c2ccccc2[N+](=O)[O-])cc1,-0.1,-0.6,4,-1.9,7,0,-1,-0.4,-0.6,-1.0,0.2
CCN1CCN(S(=O)(=O)c2cccc3nsnc23)CC1,-0.3,0.6,-3,0.2,0,-3,3,1.2,-0.6,0.8,0.5
Cc1ccc(-n2ccnc(SCC(=O)NC3CCCC3)c2=O)cc1F,-0.6,1.2,5,1.8,-1,0,0,-1.2,-1.3,0.5,-2.0
Cc1c(O)ccc2c(=O)c(Oc3ccccc3)coc12,0.0,-1.7,-2,2.0,-2,1,2,0.0,0.4,1.0,0.3
CC(C)CC(OC(=O)c1ccco1)C(=O)NC1CCCCC1 (stereo not given),-0.1,-0.8,-1,-2.1,3,-1,-1,-0.3,-1.3,1.3,-0.1
O=C1CC(c2ccco2)Cc2nc(Nc3nc(-c4ccccc4)c4ccccc4n3)ncc21 (stereo not given),-0.4,-0.5,-1,-0.3,-4,1,-5,-0.1,-1.6,-0.2,0.3
C/C(CC(=O)NC12CC3CC(CC(C3)C1)C2)=N\NC(=O)Cc1cccs1,0.4,-0.4,-4,1.2,-12,-1,1,5.7,-1.0,0.2,7.5
CCc1cccc(CC)c1NC(=S)NCCc1ccc(O)c(O)c1,-0.2,-0.2,-2,-1.1,17,-5,0,3.2,-1.8,-0.7,-2.0
C=C(C)CSC1=C(C#N)C(c2ccsc2)CC(=O)N1 (stereo not given),0.0,-0.2,4,0.0,-1,-2,3,-2.5,-1.2,1.9,0.7
CC(C)C(NC(=S)Nc1ccccc1)C(=O)O (stereo not given),0.0,-0.7,2,1.8,-5,-1,2,2.2,-1.1,0.9,2.2
Cc1cc(=O)n2c3c(c4c(cc13)c(CN(C)C)cc(=O)n4C)OC2,-9.1,30*,-3,-5.5,14,-12,7,-3.3,-2.9,-2.1,-18
COC(=O)c1c(C)oc(C)c1S(=O)(=O)NCC1CC1,-0.1,-0.5,7,-1.9,-2,-4,-4,-1.5,-0.3,1.1,-1.6
c1ccc2c(c1)[nH]c1c(N3CCOCC3)ncnc12,-1.3,0.5,0,-0.7,0,2,2,3.6,-1.0,-1.2,-2.3
O=C1CC(N2CCN(c3ccccc3)CC2)C(=O)N1Cc1ccc(Cl)cc1 (stereo not given),0.1,0.0,-4,-1.4,-7,-2,-2,0.9,-0.9,1.9,1.9

# Bioassay records as filed in PubChem.
